# PKA-R2B act: activators of PKA-R2B holoenzyme, primary screen, biochemical, fluorescence polarization, Cy5-IP20, human; AID 504700, 2011; cAMP-dependent protein kinase catalytic subunit beta (Homo sapiens) + cAMP-dependent …; actives 0.079% (n = 340,000); activation, % at 11.4 µM; PKA-R2B holoenzyme dissociation; R2B truncated from residue 108, S112A mutant; 0% DMSO only, 100% 113 µM cGMP;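 active means activation above a cutoff set at the mean over all compounds plus 3 SD, cut at about 18% in these data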;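 further: higher means more holoenzyme dissociation and a rise in polarization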
# NSD2 HMT inh: NSD2 histone methyltransferase inhibitors, primary screen, biochemical, AlphaScreen, single concentration, set 2. NSD2 peptide methylation, 120 min. actives 0.54% (n = 310,000). AID 743445, 2014. inhibition, % at 12.5 µM. Histone-lysine N-methyltransferase NSD2 (Homo sapiens), O96028; in the data active means inhibition above about 50%
# Target sequence (O96028 whole entry, looked up): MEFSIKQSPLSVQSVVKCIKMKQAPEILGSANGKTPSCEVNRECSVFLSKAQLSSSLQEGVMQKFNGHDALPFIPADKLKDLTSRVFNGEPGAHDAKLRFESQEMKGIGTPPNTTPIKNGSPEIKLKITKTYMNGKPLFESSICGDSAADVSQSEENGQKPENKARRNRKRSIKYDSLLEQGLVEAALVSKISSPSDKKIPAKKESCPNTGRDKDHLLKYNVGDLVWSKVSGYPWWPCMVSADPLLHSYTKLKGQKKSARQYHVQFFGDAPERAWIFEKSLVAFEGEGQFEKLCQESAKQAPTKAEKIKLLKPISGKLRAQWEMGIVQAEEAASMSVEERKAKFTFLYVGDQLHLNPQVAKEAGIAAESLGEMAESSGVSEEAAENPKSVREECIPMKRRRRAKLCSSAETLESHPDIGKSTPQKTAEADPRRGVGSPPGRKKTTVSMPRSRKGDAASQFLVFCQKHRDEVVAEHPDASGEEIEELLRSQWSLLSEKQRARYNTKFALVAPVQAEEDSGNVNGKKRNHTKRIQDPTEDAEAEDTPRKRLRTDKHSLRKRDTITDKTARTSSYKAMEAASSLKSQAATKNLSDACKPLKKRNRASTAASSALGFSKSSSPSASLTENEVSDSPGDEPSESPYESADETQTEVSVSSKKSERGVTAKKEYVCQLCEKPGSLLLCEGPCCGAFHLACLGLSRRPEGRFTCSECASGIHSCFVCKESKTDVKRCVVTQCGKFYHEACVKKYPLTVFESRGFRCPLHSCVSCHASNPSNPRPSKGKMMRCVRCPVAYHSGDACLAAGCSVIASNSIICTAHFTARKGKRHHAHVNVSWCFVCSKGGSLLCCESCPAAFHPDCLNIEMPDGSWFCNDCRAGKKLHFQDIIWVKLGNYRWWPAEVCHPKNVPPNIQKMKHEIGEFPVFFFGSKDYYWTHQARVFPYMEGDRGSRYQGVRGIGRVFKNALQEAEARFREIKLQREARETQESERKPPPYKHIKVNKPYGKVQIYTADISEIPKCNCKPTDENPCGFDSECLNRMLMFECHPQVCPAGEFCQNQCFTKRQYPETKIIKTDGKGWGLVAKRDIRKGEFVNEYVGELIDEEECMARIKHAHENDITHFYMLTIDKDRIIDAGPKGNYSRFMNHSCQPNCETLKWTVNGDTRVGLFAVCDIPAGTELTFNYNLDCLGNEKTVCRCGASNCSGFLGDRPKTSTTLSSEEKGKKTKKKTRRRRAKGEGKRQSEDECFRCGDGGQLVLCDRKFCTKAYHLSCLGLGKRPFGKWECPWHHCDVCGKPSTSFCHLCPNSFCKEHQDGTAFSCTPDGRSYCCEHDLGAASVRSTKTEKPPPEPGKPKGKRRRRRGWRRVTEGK
# PKA-R1A act: activators of PKA-R1A holoenzyme, primary screen, biochemical, fluorescence polarization, Cy5-IP20, bovine R1A, mouse PKAc | cAMP-dependent protein kinase type I-alpha regulatory subunit (Bos taurus) + … | PKA-R1A dissociation; scaled: DMSO 0%, 113 µM cGMP 100% | activation, % at 11.4 µM | actives 0.083% (n = 340,000);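 active means percent activation above the mean of all tested compounds plus 3 SD, cut at about 19% in these data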;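 further: higher means more PKAc released from R1A so a rise in polarization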
# Pemphigus Ab inh: inhibitors of pemphigus antibody binding to DSG3, primary screen, biochemical, bead-based, flow cytometry, scFv-GFP; Desmoglein-3 (Homo sapiens), P32926; DSG3-coupled beads, scFv-anti-DSG3-GFP binding; stronger effect = lower value; binding (percent of control), % at 10 µM; actives 0.48% (n = 310,000); AID 588358, 2011;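 active means binding more than 3 SD below its plate's average and above zero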;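 further: hits lower antibody fragment binding to DSG3; some compounds called inactive have numbers as strong as hits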
# Active calls of the source: *. This is a subset; the hit share may differ from the screen's.
entry	compound	NSD2 HMT inh	PKA-R1A act	PKA-R2B act	Pemphigus Ab inh
1	Cc1ccc(C)c(OCc2cc(C(=O)N3CCN(C4CCCCC4)CC3)no2)c1	3	-15	-4	106
2	CSc1ncccc1C(=O)NNC(=O)c1csc(N2CCOCC2)n1	-5	-2	2	105
3	COc1ccc(-c2cc(C(F)(F)F)n3nc(C(N)=O)cc3n2)cc1	-2	4	7	103
4	COc1ccc(S(=O)(=O)N=N/C=C2\C=CC=CN2O)cc1OC	-2	-6	-3	107
5	CCCCn1c(N)c(N(C)C(=O)CCCn2c(=O)oc3ccccc32)c(=O)[nH]c1=O	-1	-6	-2	98
6	NS(=O)(=O)c1ccc(CCNC(=O)c2cccc(S(=O)(=O)N3CCc4ccccc43)c2)cc1	-3	5	-8	99
7	Cc1nccn1CCC(=O)NC1CCCc2c1cnn2-c1ccc(C(C)(C)C)cc1 (centres undefined)	24	-2	-5	102
8	CC(OCC(O)CN1CCN(S(=O)(=O)c2ccc(Cl)cc2)CC1)c1ccc(Cl)cc1 (centres undefined)	6	11	-4	101
9	CN(C(=O)CCN1C(=O)/C(=C/c2ccc(F)cc2)SC1=S)C1CCS(=O)(=O)C1 (centres undefined)	0	0	6	110
10	CSc1nsc(NN)n1	6	4	0	101
11	COCCNC(=S)N1CCC(C(=O)c2ccc(Cl)cc2)CC1	-6	-2	-8	96
12	CC(=O)Nc1cccc(NS(=O)(=O)c2ccc3c(c2)CCC(=O)N3)c1	-1	16	15	108

# Entries 9–11 from above:
entry	compound	NSD2 HMT inh	PKA-R1A act	PKA-R2B act	Pemphigus Ab inh
9	CN(C(=O)CCN1C(=O)/C(=C/c2ccc(F)cc2)SC1=S)C1CCS(=O)(=O)C1 (centres undefined)	0	0	6	110
10	CSc1nsc(NN)n1	6	4	0	101
11	COCCNC(=S)N1CCC(C(=O)c2ccc(Cl)cc2)CC1	-6	-2	-8	96

# (further entries)
entry	compound	NSD2 HMT inh	PKA-R1A act	PKA-R2B act	Pemphigus Ab inh
13	CC(C)[C@H](N)C(=O)N[C@H]1CCC2C3CC=C4C[C@@H](O)CC[C@]4(C)C3CC[C@@]21C (some centres undefined)	0	-9	-5	100
14	Oc1ccccc1C1=NC(c2ccccc2)NC(c2ccccc2)C1 (centres undefined)	0	3	-8	108
15	O=C(COC(=O)c1c(F)cccc1F)Nc1cccc(S(=O)(=O)N2CCCCC2)c1	-2	-8	-4	94
16	COc1ccccc1CCC(=O)Nc1ccc(S(=O)(=O)Nc2ncccn2)cc1	-1	-1	7	140
17	COc1ccc(C(=O)OCc2cc(=O)oc3c(C)c(C)ccc23)cc1S(=O)(=O)N1CCOCC1	4	6	-3	106
18	COCCn1c(=S)[nH]c2cc(C(=O)NCc3ccccc3)ccc2c1=O	8	6	6	101
19	COc1ccc(C2CC(=O)C=C3c4ccc(OC)cc4CCC32)cc1 (centres undefined)	40	-4	-3	84*
20	COc1ccccc1CC1CC(=O)N(c2ccc([N+](=O)[O-])cc2)C1=O (centres undefined)	-3	-1	1	106
21	N/C(Cc1ccc(Cl)cc1)=N\OC(=O)CCc1ccccc1	3	-6	7	111
22	O=C1OC(c2ccccc2)(c2ccccc2)c2ccsc21	-12	-6	-4	106
23	CC(C)CSCC1OC(n2cnc3c(N)nccc32)C(O)C1O (centres undefined)	-6	2	2	95
24	CCCN(C(=O)COC(=O)CCC(=O)c1ccccc1)c1c(N)n(Cc2ccccc2)c(=O)[nH]c1=O	-1	-12	13	98
25	Nn1c(SCC(=O)N2CCCC2)nnc1-c1cccs1	-3	-7	-16	100
26	COc1cc(C(C)=O)ccc1OC(=O)N1CCOCC1	1	-5	-3	95
27	Cc1ccc2c(c1)c1c3n2CCN(CCC#N)C3CCC1 (centres undefined)	0	10	7	101
28	Cc1cccc(NC(=O)COC(=O)CN2C(=O)c3ccccc3C2=O)c1	-1	7	-1	102
29	CC12CCC(=O)N1C(C(=O)Oc1cccc(F)c1)CS2 (centres undefined)	-1	-3	1	100
30	COc1ccc(OC)c(-c2nn(-c3ccccc3)cc2C(=O)NC2(C)CCS(=O)(=O)C2)c1 (centres undefined)	2	5	1	96
31	COc1ccc(N2CCN(C(=O)COC(=O)c3nc(Cl)ccc3Cl)CC2)cc1	-4	0	-11	99
32	O=C(NCc1ccccc1F)C1CC(=O)N(Cc2ccco2)C1 (centres undefined)	0	1	-5	114
33	CCOC(=O)C1CCc2c(ccc3ccccc23)N1CCC#N (centres undefined)	-4	3	5	102
34	COC(=O)C(CSCc1ccccc1)NC(=O)CCNC(=O)OCc1ccccc1 (centres undefined)	-2	11	0	103
35	Cc1ccc(OCC(=O)Nc2cc(Cl)ccc2-n2cncn2)c(C)c1	-5	2	0	99
36	CCN1CCN(C(=O)c2ccc(CS(=O)(=O)Cc3ccccc3Cl)o2)CC1	5	-4	-3	97
37	Cn1c(=O)n(C)c2cc(NC(=O)c3ccccc3)ccc21	1	-2	-2	92
38	O=C(Nc1ccc(C(=O)O)cc1)/C(=C\c1ccco1)NC(=O)c1ccc(Br)cc1	10	0	24*	101
39	CN1CCN(c2ccncc2S(=O)(=O)N2CCCC2)CC1	0	1	8	102
40	CSc1nsc(SC)c1-c1ccc(Cl)cc1	-4	10	6	101
41	O=C(CSc1nnc(COc2ccc(Cl)cc2)o1)Nc1nccs1	-4	-1	-4	101
42	COC(=O)C=CSC(=S)C1CCCC1=N (centres undefined)	-3	2	4	98
43	COC(=O)c1ccc(CNC(=O)c2ccc(OC)c(S(=O)(=O)NC3CC3)c2)cc1	-1	2	8	111
44	O=C1C=CN(C2OC(CO)C(O)C2O)C(=O)C1 (centres undefined)	-2	-5	2	109
45	O=C(Cc1ccc(Cl)cc1)N/N=C/c1ccc(O)c(O)c1	5	-13	0	108
46	COc1ccc(CCN2CC(C(=O)NCCCc3ccncc3)CCC2=O)cc1 (centres undefined)	-19	-8	-10	98
47	O=C(/C=C/c1ccccc1Cl)OCC(=O)N1CCc2ccccc21	-2	-7	-3	97
48	Cc1onc(-c2ccccc2)c1NC(=O)OC(C)c1cccnc1 (centres undefined)	0	-1	1	108
49	Cc1cc(NC(=O)COC(=O)c2ccc(Cl)cc2)no1	-5	1	-9	109
50	N#CC(c1ccccc1)C(CC(=O)c1ccccc1)c1ccccc1 (centres undefined)	-2	-5	9	104
51	COc1ccc(C(C#N)=Cc2ccc(OC)c(OC)c2)cc1	-3	1	-2	103
52	CN(CC(=O)Nc1cccc(S(=O)(=O)N(C)c2ccccc2)c1)Cc1cccs1	0	0	-2	103
53	Cc1ccnc(SC2CC(=O)N(c3ccccc3)C2=O)n1 (centres undefined)	1	8	-5	96
54	CCCNC(=O)Cn1nc(-c2ccccc2OC)ccc1=O	-1	3	1	97
55	CC1=C(C(=O)Nc2ccc(C(=O)NCCCN3CCCCC3C)cc2)SCCO1 (centres undefined)	1	0	3	122
56	Cc1ccc(NC(=O)CSc2nnnn2C)cc1S(=O)(=O)N1CCCCC1	-1	-13	-15	97
57	COc1ccc(NS(=O)(=O)c2cccc(C(=O)N3CCOCC3)c2)cc1	1	-5	-5	99
58	COc1ccc(-c2csc(Nc3cccc(C)n3)n2)cc1OC	0	-7	-4	103
59	CCCC(=O)N(Cc1cc2cc(OC)ccc2[nH]c1=O)c1ccccc1OC	5	0	1	97
60	CCOc1ccccc1NC(=O)CN(c1ccc(OC)c(OC)c1)S(=O)(=O)c1ccc(C)cc1	-5	3	2	103
61	O=C(c1ccc(F)cc1)C1CCN(Cc2ccccc2F)CC1	2	-11	-4	106
62	COc1ccc(C(=O)C=Cc2ccc3c(c2)OCO3)cc1OC	0	6	4	104
63	O=C(CCNS(=O)(=O)c1ccc(Cl)cc1)NCCc1ccccc1	1	9	8	97
64	O=[N+]([O-])c1ccc(S(=O)(=O)Nc2ccc(-c3ccccc3)cc2)cc1	1	-12	-2	105
65	CCOC(=O)Nc1ccc(S(=O)(=O)N2CCC(c3nc4ccccc4[nH]3)CC2)cc1	-6	1	-3	99
66	O=C(COC(=O)Cc1ccccc1F)NCc1ccccc1Cl	-1	3	-12	101
67	Cc1noc(C)c1CCC(=O)Nc1cc(C(=O)O)ccc1Cl	-1	-5	-9	100
68	CC1Cc2ccccc2N1C(=O)Cn1cc(C(F)(F)F)ccc1=O (centres undefined)	4	0	-13	96
69	COC(=O)c1ccc(CSc2ccccc2NC(=S)Nc2cccc(SC)c2)o1	0	-3	7	105
70	CN(C(=S)NC(=O)C1CCCC1)c1ccccc1	-4	7	-6	92
71	CCC1Oc2ccccc2N(CC(=O)N2CCCC2)C1=O (centres undefined)	-3	-1	4	107
72	CCC(Oc1ccccc1)C(=O)OCC(=O)Nc1c(C)nn(-c2ccccc2)c1C (centres undefined)	-2	12	-5	106

# Quoted at random: two entries already listed
entry	compound	NSD2 HMT inh	PKA-R1A act	PKA-R2B act	Pemphigus Ab inh
70	CN(C(=S)NC(=O)C1CCCC1)c1ccccc1	-4	7	-6	92
68	CC1Cc2ccccc2N1C(=O)Cn1cc(C(F)(F)F)ccc1=O (centres undefined)	4	0	-13	96

# Next part.
entry	compound	NSD2 HMT inh	PKA-R1A act	PKA-R2B act	Pemphigus Ab inh
73	Cc1ccc(NC(=C(C#N)C#N)c2ccccc2)cc1	2	-2	5	101
74	Nc1ccc(C(=O)Nc2ccc(Nc3ccncc3)cc2)c([N+](=O)[O-])c1	-28	-5	-5	105
75	O=[N+]([O-])c1ccc(O)c(C=NN2CCCCC2)c1	5	-3	3	99
76	FC(F)(F)c1nc2nccnc2[nH]1	-1	-15	-1	107
77	Cc1ccc(CNC(=O)C2CCN(S(=O)(=O)N3CCC(C)CC3)CC2)cc1	-2	3	-12	95
78	COc1ccc(OC)c(NC(=O)CCNS(=O)(=O)c2ccc3c(c2)CC(C)N3C(C)=O)c1 (centres undefined)	1	-15	-6	100
79	COc1ccc(CC(=O)Cc2ccc(OC)c(OC)c2)cc1OC	-1	3	12	102
80	O=C(c1ccc(Cl)cc1)N1CCN(c2ccc(N3CCOCC3)nn2)CC1	0	0	-7	97
81	COc1cc2c(c(Br)c1N)-c1cc(Br)c(N)cc1C2=O	-2	3	0	97
82	CCN1CCN(c2sc(S(=O)(=O)CC)nc2S(=O)(=O)c2ccc(C)cc2)CC1	2	9	-2	91
83	CCc1cc2c(SCC(=O)NC3CCCC3)ncnc2s1	-5	1	-8	103
84	COc1ccc(S(=O)(=O)N2CCCCCC2)cc1NC(=O)Cc1cccc(C(F)(F)F)c1	-4	-4	-8	98
85	Cc1nc(C)c(-c2csc(Nc3ccc(Cl)cn3)n2)s1	-3	-6	-5	102
86	Cc1ccc(C(=O)NCC(=O)Nc2ccccc2C)o1	-1	7	3	98
87	COCCCN(Cc1cc(OC)c(OC)c(OC)c1)C(=S)Nc1cccc(Cl)c1	-10	-4	1	108
88	CCN(C1CCCCC1)S(=O)(=O)CCNC(=O)c1ccc(OC)cc1	4	2	-2	103
89	COc1ccc(CCC(=O)N2CCN(S(=O)(=O)c3ccc(OC)c([N+](=O)[O-])c3)CC2)cc1	-2	-6	1	101
90	Cc1c(Cc2ccccc2)[n+](=O)c2ccccc2n1[O-]	-1	1	2	103
91	O=C(NCCO)C(=O)NCC(c1cccs1)S(=O)(=O)c1ccc(F)cc1 (centres undefined)	-1	3	2	101
92	O=C(O)C1=CCC=CC1C(=O)O (centres undefined)	16	-2	-2	101
93	O=C(Nc1ccc(Cl)cc1)c1cc(S(=O)(=O)N2CCCCC2)ccc1N1CCOCC1	0	2	-2	93
94	COc1ccccc1CC(=O)Nc1cc(C)on1	-2	-3	-4	101
95	CCOC(=O)C1=C(COC(=O)c2cc([N+](=O)[O-])ccc2Cl)NC(=O)NC1C (centres undefined)	1	11	6	101
96	Cc1cnc(NS(=O)(=O)c2ccc(N)cc2)nc1-c1ccccc1O	0	9	6	107

# Grouped by structure: those above containing bromine (2)
entry	compound	NSD2 HMT inh	PKA-R1A act	PKA-R2B act	Pemphigus Ab inh
38	O=C(Nc1ccc(C(=O)O)cc1)/C(=C\c1ccco1)NC(=O)c1ccc(Br)cc1	10	0	24*	101
81	COc1cc2c(c(Br)c1N)-c1cc(Br)c(N)cc1C2=O	-2	3	0	97

# Next section:
entry	compound	NSD2 HMT inh	PKA-R1A act	PKA-R2B act	Pemphigus Ab inh
97	Nc1nc(N)c2cc(CNc3ccc(Cl)c(Cl)c3)ccc2n1	8	-1	0	114
98	Cc1cc2cc3c(=O)[nH]c(=O)cc-3n(CC(O)C(O)C(O)CO)c2cc1C (centres undefined)	-1	-10	-9	108
99	O=c1c2ccccc2c2ccccc2c(=O)n1Nc1ccccc1	0	6	5	106
100	COc1cc(C(=O)NN=Cc2ccc(N(C)C)cc2)cc(OC)c1OC	1	0	6	100
101	NC(=S)c1csc(CCNC(=O)c2ccccc2)n1	-1	4	0	95
102	N#CC(c1ccc(N)cc1)C(CC(=O)c1ccccc1)c1ccccc1 (centres undefined)	1	3	-1	100
103	O=C(N=Nc1c(O)[nH]c2ccc(Br)cc12)c1ccco1	-3	0	-2	106
104	Cc1cccc(-c2nc(CCNC(=O)c3ccco3)cs2)c1	1	2	-11	95

# Compound activity as filed in PubChem BioAssay.
